Compound activity (PubChem BioAssay)
DDE Tn7 FP inh = inhibitors of Tn7 peptide binding to fibrin DD(E), primary screen, biochemical, fluorescence polarization, human fibrin, Tn7 probe; AID 720508, 2013; 0.13% of 370,000 active; FP displacement of FITC-Tn7 peptide from fibrin DD(E); 0% = median of compound wells per plate; inhibition, % at 8.3 µM; Fibrinogen beta chain (Homo sapiens), P02675;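 active = inhibition above the mean of compounds falling within the control limits plus 3 SD of them, cut at about 14% in these data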;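 also: 0% = plate median of compound wells and 100% = 10 µM Aha-Tn7 peptide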
Target sequence (P02675 whole entry, looked up): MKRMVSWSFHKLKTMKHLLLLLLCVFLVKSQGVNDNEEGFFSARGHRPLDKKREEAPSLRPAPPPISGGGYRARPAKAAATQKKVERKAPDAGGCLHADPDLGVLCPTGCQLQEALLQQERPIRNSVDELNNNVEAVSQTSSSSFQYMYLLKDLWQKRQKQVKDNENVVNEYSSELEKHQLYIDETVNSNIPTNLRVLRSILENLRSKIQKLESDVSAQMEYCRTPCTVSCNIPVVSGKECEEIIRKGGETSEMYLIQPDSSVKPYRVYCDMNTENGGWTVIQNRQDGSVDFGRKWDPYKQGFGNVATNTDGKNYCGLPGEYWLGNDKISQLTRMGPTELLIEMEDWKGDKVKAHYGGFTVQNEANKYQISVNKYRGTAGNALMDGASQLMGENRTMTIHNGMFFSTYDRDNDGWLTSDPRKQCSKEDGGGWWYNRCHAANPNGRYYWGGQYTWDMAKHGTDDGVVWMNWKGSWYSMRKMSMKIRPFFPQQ
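Also added: labelled Tn7 tracer, 0.1 µM; Assay system: human fibrin DD(E) protein; Amount: 2 µM fibrin DD(E); Schedule: 10 min compound pre-incubation, 3 h probe incubation at room temperature; Repeats: one replicate per compound; Read-out basis: percent inhibition; Measured by: fluorescence polarization of the labelled Tn7 tracer.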
KLK7 zymogen act = proKLK7 zymogen activators, primary screen, biochemical, fluorescence intensity; Kallikrein-7 (Homo sapiens), P49862; 0.9% of 370,000 active; purified proKLK7, EDANS-DABCYL substrate fluorescence; 100% is mature enzyme control, 0% vehicle; activation, % at 7 µM;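 active = activation above the mean of all tested compounds plus 3 SD, computed per campaign excluding outliers beyond control limits, cut at about 13% in these data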
Target sequence (P49862 whole entry, looked up): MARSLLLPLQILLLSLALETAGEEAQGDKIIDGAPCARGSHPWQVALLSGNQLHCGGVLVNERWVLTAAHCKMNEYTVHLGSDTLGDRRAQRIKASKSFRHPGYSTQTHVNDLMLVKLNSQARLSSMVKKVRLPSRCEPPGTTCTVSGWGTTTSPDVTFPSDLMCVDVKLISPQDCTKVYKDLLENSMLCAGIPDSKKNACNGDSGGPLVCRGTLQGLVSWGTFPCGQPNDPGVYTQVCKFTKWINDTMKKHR
ASAP1 GAP inh = inhibitors of human ASAP1 ArfGAP activity, primary screen, biochemical, fluorescence polarization; Arf-GAP with SH3 domain, ANK repeat and PH domain-containing protein 1 (Homo sapiens), …; ASAP1-stimulated ARF1 GTP hydrolysis, GDP FP detection; inhibition, % at 16.5 µM; 0.19% of 360,000 active; AID 624377, 2012; in the data active = inhibition above about 25%;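 also: 0% = vehicle with enzyme and substrate and 100% = no enzyme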
Tn6 DDE FP = inhibitors of Tn6 peptide binding to fibrin DD(E), primary screen, biochemical, fluorescence polarization, human fibrin, Tn6 probe | Fibrin DD(E) TRITC-Tn6 fluorescence polarization displacement | 0.21% of 370,000 active | AID 720509, 2013 | inhibition, % at 8.3 µM | Fibrinogen beta chain (Homo sapiens), P02675;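 active = inhibition above a per-campaign cutoff: mean of compounds within control limits plus 3 SD, cut at about 15% in these data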;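 also: 0% = median of all compound wells on the plate and 100% = blocking peptide control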
ADAM10 inh = human ADAM10 inhibitors, primary screen, biochemical, QFRET, HTS; recombinant ADAM10, EDANS/DABCYL FRET peptide cleavage, 3 h; inhibition, % at 7 µM; 0.62% of 370,000 active; AID 720582, 2013;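 active = inhibition above a per-campaign cutoff equal to the mean of compounds falling between control-based bounds plus 3 SD, cut at about 20% in these data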;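 also: 0% = DMSO wells while the 100% control is not disclosed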
LEDGF integ inh = blockers of LEDGF/p75-dependent integrase strand transfer – biochemical, TR-FRET, high throughput, primary screen; HIV-1 integrase (with human LEDGF/p75); TR-FRET IN-LEDGF/p75 DNA integration, Eu/Cy5; AID 743269, 2014; inhibition, % at 3.7 µM; 0.64% of 370,000 active;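 active = inhibition above the screen-wide mean plus 3 SD, cut at about 13% in these data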;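 also: signal is the Cy5 over europium emission ratio at 671 and 618 nm; 0% = plate median of compound wells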
PLCg1 inh = PLC-gamma1 enzyme inhibitors, primary screen, biochemical, fluorescence, purified enzyme | 1-phosphatidylinositol 4,5-bisphosphate phosphodiesterase gamma-1 (Homo sapiens), P19174 | fluorogenic substrate | inhibition, % at 12.2 µM | 0.84% of 370,000 active | AID 720700, 2013; in the data active = inhibition above about 9.5%
ADAM17 inh = ADAM17 inhibitors, primary screen, biochemical, QFRET | 0.83% of 370,000 active | recombinant ADAM17, EDANS/DABCYL FRET peptide cleavage | AID 720648, 2013 | inhibition, % at 6.95 µM;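 active = inhibition above the mean of compounds lying between control limits plus 3 SD, set per campaign, cut at about 8.5% in these data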;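 also: 0% = DMSO-only wells as the low control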
ARFGAP1 inh = inhibitors of rat ARFGAP1 GAP activity, primary screen, biochemical, fluorescence polarization, GDP tracer; 0.26% of 360,000 active; inhibition, % at 16.5 µM; ADP-ribosylation factor GTPase-activating protein 1 (Rattus norvegicus), Q62848; Arfgap1-stimulated ARF1 GTP hydrolysis, GDP FP detection;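 active = inhibition above a per-plate limit, mean inhibition of low control wells plus 3 SD, cut at about 25% in these data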;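 also: 0% = DMSO wells with enzyme and 100% = wells lacking Arfgap1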
Target sequence (Q62848 1-136 limits assumed): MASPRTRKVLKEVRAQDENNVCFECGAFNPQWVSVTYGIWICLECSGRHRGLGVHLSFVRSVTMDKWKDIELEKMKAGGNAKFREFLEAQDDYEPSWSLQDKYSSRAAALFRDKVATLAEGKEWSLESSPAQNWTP
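Assay system: purified rat His6-Arfgap1 residues 1-136 (GAP domain); Reagent: human Δ17 ARF1 bound to GTP; Dosing: 16.5 µM single point, 1.26% DMSO; Times: GTP hydrolysis reaction 2 h at 25 °C; Signal: FP, GDP Alexa 633 tracer displaced from anti-GDP antibody, 620/688 nm; Measure: % inhibition from polarization.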
TDP2 absorb = human TDP2 enzyme inhibitors, primary screen, biochemical, epi absorbance, recombinant enzyme; T5PNP hydrolysis, p-nitrophenol absorbance 415 nm; inhibition, % at 12.8 µM; 0.34% of 370,000 active;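 active = inhibition above the mean of all tested compounds plus 3 SD, set per campaign, cut at about 25% in these data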;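 also: 0% = DMSO with enzyme and 100% = buffer with substrate but no TDP2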
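Incubation: 2 h at 37 °C; Test system: recombinant human TDP2; Quantity: enzyme 120 nM; Read-out basis: percent inhibition; Medium: 50 mM Tris-HCl pH 7.5 with Mg2+, KCl, DTT, BSA; Repeats: single replicate; Compound: 12.8 µM single point, 1% DMSO; Signal: epi absorbance; Reagent: 5 mM T5PNP chromogenic substrate; Benchmarks: no-enzyme high, DMSO-plus-enzyme low.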
Active calls of the source: *.

Letters: A = DDE Tn7 FP inh; B = KLK7 zymogen act; C = ASAP1 GAP inh; D = Tn6 DDE FP; E = ADAM10 inh; F = LEDGF integ inh; G = PLCg1 inh; H = ADAM17 inh; I = ARFGAP1 inh; J = TDP2 absorb
Structure: Cc1ccc(Cn2ccc(NC(=O)c3cc(-c4ccc(F)cc4)on3)n2)cc1
  A = -3; B = -0.2; C = -9; D = 1; E = 7; F = -5; G = 7; H = -4; I = -6; J = 12

Structure: CCCCCC(=O)Nc1cc(S(=O)(=O)N2CCOCC2)ccc1N1CCCC1
  A = 0; B = 0.2; C = 10; D = -4; E = -5; F = 0; G = 1; H = -9; I = 18; J = -15

Structure: O=C(O)CC12CC3CC(C1)CC(n1ncc(NCc4ccco4)c(Cl)c1=O)(C3)C2
  A = 7; B = 1.0; C = -6; D = 6; E = -4; F = 0; G = -1; H = -3; I = 23; J = 2

Structure: O=C(CCC1CCCC1)NC1CCCCC1
  A = -5; B = 0.1; C = 1; D = -2; E = 3; F = 2; G = 2; H = 0; I = -4; J = 0

Structure: O=C(c1ccsc1)N1CCCC(Nc2cccc(F)c2)C1 (stereo not drawn)
  A = 5; B = 0.3; C = -6; D = 0; E = -4; F = -1; G = 1; H = 0; I = -2; J = -8

Structure: CC(=O)c1ccc(N2CCN(C(=O)CCCn3c(=O)[nH]c4ccsc4c3=O)CC2)cc1
  A = -1; B = 0.0; C = 8; D = 10; E = -18; F = -4; G = -8; H = -4; I = -13; J = 16

Structure: CCOC(=O)c1c(NC(=O)COC(=O)c2cnc(C)cn2)sc(C(=O)N(C)C)c1C
  A = -9; B = 0.3; C = 12; D = 1; E = -6; F = -2; G = 2; H = 3; I = 2; J = -4

Structure: Cc1cccn2c(=O)c(/C=C(\C#N)C(=O)NCc3ccco3)c(N3CCCCC3)nc12
  A = 4; B = 1.3; C = 12; D = 6; E = -51; F = 3; G = -10; H = -9; I = -9; J = -3

Structure: COc1ccc(C(=O)NCCc2nnc(SCc3nc4ccccc4c(=O)[nH]3)n2C)cc1
  A = -7; B = -1.1; C = 9; D = -2; E = 1; F = 0; G = -5; H = -4; I = 6; J = 3

Structure: O=C(C1=C[C@@H](c2csc3ccccc23)C[C@@H](OCc2ccc(CO)cc2)O1)N1CCOCC1
  A = 4; B = 0.2; C = -6; D = -4; E = 3; F = 1; G = -2; H = -2; I = -8; J = -4

Following part
Letters: A = DDE Tn7 FP inh; B = KLK7 zymogen act; C = ASAP1 GAP inh; D = Tn6 DDE FP; E = ADAM10 inh; F = LEDGF integ inh; G = PLCg1 inh; H = ADAM17 inh; I = ARFGAP1 inh; J = TDP2 absorb
Structure: CCN(CC(=O)NCc1ccc(Cl)cc1)C(=O)c1cc2ccccc2o1
  A = -2; B = -0.4; C = 3; D = 0; E = -20; F = 7; G = 2; H = 2; I = -4; J = -2

Structure: Cc1cc(C)c(S(=O)(=O)n2ccc3ccccc32)c(C)c1
  A = -3; B = -0.3; C = -1; D = -8; E = 2; F = -2; G = 1; H = 0; I = 3; J = -7

Structure: COc1ccc(-c2cc(C)no2)cc1S(=O)(=O)N1CCN(c2ccccn2)CC1
  A = -7; B = 0.5; C = 5; D = 5; E = 4; F = 2; G = 3; H = 4; I = 9; J = -15

Structure: Cn1c(=O)c2c(ncn2CC(O)CNc2cccc(Cl)c2)n(C)c1=O (stereo not drawn)
  A = 2; B = -0.5; C = -1; D = -7; E = 2; F = -7; G = -1; H = -3; I = 9; J = 2

Structure: Cc1cc(C)nc(Sc2ccc(C=O)cc2[N+](=O)[O-])n1
  A = 1; B = 0.4; C = -9; D = 2; E = 1; F = 1; G = 1; H = 0; I = -3; J = 2

Structure: COc1cccc(CN2CCN(Cc3ccc(OC)c(OC)c3)CC2CCO)c1 (stereo not drawn)
  A = -3; B = 0.3; C = 4; D = -1; E = -3; F = 1; G = 0; H = -1; I = 11; J = -2

Structure: Cc1ccc2oc(=O)n(CCOc3ccccc3Cl)c2c1
  A = 3; B = 0.6; C = -6; D = -2; E = 4; F = -2; G = -1; H = 3; I = 12; J = 3

Structure: Cc1cccc(C(=O)N/N=C2\CS(=O)(=O)N(C)c3ccsc32)c1
  A = 6; B = -0.3; C = 0; D = -19; E = 4; F = -2; G = -4; H = -2; I = 6; J = -6

Structure: O=C1C(=Cc2cccs2)C(=O)c2ccccc21
  A = -6; B = -0.6; C = 1; D = 0; E = 1; F = -1; G = -1; H = 1; I = 5; J = 5

Structure: N=c1oc2ccc(Cl)cc2cc1C(=O)NC1CCCCCC1
  A = -3; B = -0.2; C = 0; D = -7; E = -10; F = 3; G = -5; H = -1; I = 9; J = 8

Remaining list, next part:
Letters: A = DDE Tn7 FP inh; B = KLK7 zymogen act; C = ASAP1 GAP inh; D = Tn6 DDE FP; E = ADAM10 inh; F = LEDGF integ inh; G = PLCg1 inh; H = ADAM17 inh; I = ARFGAP1 inh; J = TDP2 absorb
Structure: COC(=O)c1ccc(CSc2nc3c(c(=O)[nH]2)CCC3)cc1
  A = 3; B = 0.3; C = 0; D = -1; E = -8; F = -2; G = 1; H = -6; I = -13; J = -1

Structure: Cc1cc(OCCCCN2C(=O)NC(C)(C)C2=O)cc(C)c1Cl
  A = 7; B = 0.0; C = 15; D = 7; E = 7; F = 0; G = 5; H = 4; I = 4; J = 1

Structure: CCCN(CC1CC1)C(=O)COC(=O)c1ccc(CNS(=O)(=O)c2ccc(F)c(Cl)c2)cc1
  A = 9; B = -0.1; C = 3; D = 5; E = -8; F = 1; G = -1; H = -3; I = -4; J = 2

Structure: CCCN1C(=O)/C(=C/c2ccc(OCC(=O)OCC)cc2)NC1=S
  A = -2; B = 0.6; C = 0; D = -8; E = 0; F = -8; G = -2; H = -2; I = 6; J = 0

Structure: Nc1cccc(-n2cccc2)c1
  A = 3; B = -0.1; C = -7; D = -7; E = 2; F = 5; G = -24; H = 1; I = 8; J = -8

Structure: CCCCNC(=O)c1cc2nc(-c3ccccc3)cc(C(F)(F)F)n2n1
  A = 5; B = -0.7; C = -1; D = -5; E = -7; F = -1; G = -20; H = -3; I = -7; J = -4

Structure: Cc1ccc(C(=O)N2CCCCC2)cc1NC1=C(Cl)C(=O)N(Cc2ccccc2)C1=O
  A = -4; B = -0.4; C = 6; D = 0; E = 6; F = 0; G = -2; H = 3; I = -2; J = 4

Structure: COc1ccc(C(=O)Nc2ccc(Cc3ccncc3)cc2)cc1Br
  A = -3; B = -0.2; C = 6; D = -3; E = 5; F = 0; G = 1; H = 4; I = 6; J = -4

Structure: Cc1cc(C(=O)Nc2ccc(S(=O)(=O)N3CCCC3)cc2)cs1
  A = 1; B = 0.2; C = -1; D = 16*; E = 3; F = -1; G = 0; H = -3; I = 0; J = 6

Structure: COc1ccc(NC(=O)Cn2nc(Cc3cccnc3)c3ccccc3c2=O)c(OC)c1
  A = -4; B = 0.1; C = 12; D = 6; E = -3; F = -3; G = 0; H = -9; I = -2; J = 5

Other compounds
Letters: A = DDE Tn7 FP inh; B = KLK7 zymogen act; C = ASAP1 GAP inh; D = Tn6 DDE FP; E = ADAM10 inh; F = LEDGF integ inh; G = PLCg1 inh; H = ADAM17 inh; I = ARFGAP1 inh; J = TDP2 absorb
Structure: CC(C)CCn1c(Cl)nc2c1c(=O)n(C)c(=O)n2C
  A = 13; B = -0.1; C = -15; D = 2; E = 4; F = 2; G = 3; H = 0; I = -5; J = -9

Structure: CC(C)COc1cccc(-c2cc(C(=O)N/N=C/c3ccncc3)c3ccccc3n2)c1
  A = 1; B = -0.6; C = 2; D = 6; E = -8; F = -1; G = -5; H = 0; I = 5; J = 11

Structure: CCc1nnc(NC(=O)CCC(=O)NCc2ccccc2Cl)s1
  A = 2; B = 0.0; C = 4; D = -2; E = 6; F = -3; G = 3; H = -2; I = 17; J = -11

Structure: CCOC(=O)c1nnn(-c2nonc2N)c1CN(C)C1CCCCC1
  A = 9; B = 0.0; C = -19; D = 2; E = 0; F = -2; G = 1; H = -7; I = -4; J = 1

Structure: COc1ccc(NC(=O)N2CCCC(c3nc(-c4ccc(C(C)C)cc4)no3)C2)cc1 (stereo not drawn)
  A = 4; B = 0.5; C = 2; D = -6; E = 25*; F = 1; G = 1; H = 11*; I = 2; J = -12

Structure: Cc1cc(C)n(Cc2cc(C(=O)O)c3ccccc3n2)n1
  A = 1; B = -0.2; C = -32; D = 2; E = -9; F = -2; G = 2; H = -2; I = -3; J = -6

Structure: Cc1csc(=O)n1CC(=O)OCC(=O)NCc1ccccc1
  A = 3; B = 0.7; C = -5; D = 8; E = -4; F = -1; G = 4; H = -6; I = -7; J = 8

Structure: COc1ccc(S(=O)(=O)N(C)CC(=O)Nc2cccc(C(C)=O)c2)cc1
  A = 5; B = 0.1; C = 4; D = 4; E = -4; F = -3; G = 1; H = -2; I = -7; J = 11

Structure: CCOc1ccccc1C1C(C#N)=C(N)Oc2n[nH]c(CC)c21 (stereo not drawn)
  A = 3; B = -0.9; C = 2; D = 8; E = -7; F = -2; G = 0; H = -3; I = 5; J = -9

Structure: O=C(COC(=O)COc1ccccc1[N+](=O)[O-])NC1CCCCC1
  A = 2; B = 0.2; C = 1; D = 0; E = -16; F = -1; G = -1; H = -3; I = 15; J = 3

Structure: Fc1ccccc1CNc1nc(-c2cccnc2)nc2ccccc12
  A = -7; B = 0.6; C = 17; D = 3; E = 4; F = 6; G = -10; H = 3; I = 10; J = -4

Whole records as entered above. Screens in order: DDE Tn7 FP inh, KLK7 zymogen act, ASAP1 GAP inh, Tn6 DDE FP, ADAM10 inh, LEDGF integ inh, PLCg1 inh, ADAM17 inh, ARFGAP1 inh, TDP2 absorb
Fc1ccccc1CNc1nc(-c2cccnc2)nc2ccccc12 across the screens: -7, 0.6, 17, 3, 4, 6, -10, 3, 10, -4
COc1ccc(S(=O)(=O)N(C)CC(=O)Nc2cccc(C(C)=O)c2)cc1 across the screens: 5, 0.1, 4, 4, -4, -3, 1, -2, -7, 11
